D1 antagonist = human D1 dopamine receptor antagonism | HEK293 TREx D1 cells, calcium flux, dopamine EC80; stronger effect = lower value | hit rate 3.2% among 360,000 | AID 504652 | P21728 | activity change, negative = inhibition, % at 10 µM; in the data active = activity change below about -30%; also: % is scaled to controls: 0 for no effect and ±100 for the full control effect
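Inducible Hek293 Trex D1 cells (tetracycline, overnight, 30 C). Calcium dye 30–90 min RT. Antagonist mode: EC80 dopamine added after 180 s compound read.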
TRHR agonist = agonists of human TRH receptor; activation, % at 2 µM; P34981; TRHR cells, calcium flux fluo-8, FDSS agonist mode; hit rate 0.18% among 360,000; also: 0% is about no effect
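Fluo-8-loaded TRHR cells; 10 s baseline, compound added, kinetic Ca2+ fluorescence read 1/s, agonist mode.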
D2 ag = activates the human D2 dopamine receptor | hit rate 0.53% among 340,000 | HEK293 T-REx D2 cells, calcium flux agonist mode | P14416 | activation, % at 2 µM | AID 485358;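 active = activation over 3 SD above normal in the single-dose calcium agonist read, cut at about 30% in these data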; also: 0% is about no effect
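Tetracycline-induced HEK293 T-REx cells with force-coupled D2 receptor, plated overnight at 30 C, loaded with no-wash calcium dye. After a 10 s baseline, compound was pin-added and calcium flux read kinetically for 180 s; calcium rises flagged agonists.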
D2 antag = antagonists of human D2 dopamine receptor | P14416 | HEK293 TREx D2 cells, calcium flux, dopamine EC80 | inhibition, % at 10 µM | hit rate 2% among 340,000 | AID 485344; in the data active = inhibition above about 30%; also: 0% is about no effect
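Calcium mobilization kinetics were recorded at 1 s intervals in tetracycline-induced HEK293 T-REx D2 cells, first for 180 s after compound addition and then 180 s after EC80 dopamine.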
D1 ag = human D1 receptor agonism; AID 504660; activation, % at 2 µM; hit rate 1% among 360,000; P21728; HEK293 T-REx D1 cells, calcium flux, agonist mode; also: 0% is about no effect
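Agonism was scored from calcium flux recorded over 180 s (1 read/s) after pintool compound addition, following a 10-cycle baseline. Cells were inducible force-coupled HEK293 TREx D1, plated overnight at 30 C and loaded with no-wash calcium dye.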
RXFP1 antag = antagonists of human relaxin receptor RXFP1 | Q9HBX9 | HEK293-RXFP1, relaxin-stimulated cAMP HTRF, 30 min; stronger effect = lower value | activity change, negative = inhibition, % at 57.5 µM | hit rate 0.59% among 350,000;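 active = activity change of -60% or lower, but not beyond a set lower limit; inconclusive = change between -60% and -40%, or beyond the set limit; inactive = change above -40%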; also: % is scaled to controls: 0 for no effect and ±100 for the full control effect
Target sequence (Q9HBX9 whole entry, looked up): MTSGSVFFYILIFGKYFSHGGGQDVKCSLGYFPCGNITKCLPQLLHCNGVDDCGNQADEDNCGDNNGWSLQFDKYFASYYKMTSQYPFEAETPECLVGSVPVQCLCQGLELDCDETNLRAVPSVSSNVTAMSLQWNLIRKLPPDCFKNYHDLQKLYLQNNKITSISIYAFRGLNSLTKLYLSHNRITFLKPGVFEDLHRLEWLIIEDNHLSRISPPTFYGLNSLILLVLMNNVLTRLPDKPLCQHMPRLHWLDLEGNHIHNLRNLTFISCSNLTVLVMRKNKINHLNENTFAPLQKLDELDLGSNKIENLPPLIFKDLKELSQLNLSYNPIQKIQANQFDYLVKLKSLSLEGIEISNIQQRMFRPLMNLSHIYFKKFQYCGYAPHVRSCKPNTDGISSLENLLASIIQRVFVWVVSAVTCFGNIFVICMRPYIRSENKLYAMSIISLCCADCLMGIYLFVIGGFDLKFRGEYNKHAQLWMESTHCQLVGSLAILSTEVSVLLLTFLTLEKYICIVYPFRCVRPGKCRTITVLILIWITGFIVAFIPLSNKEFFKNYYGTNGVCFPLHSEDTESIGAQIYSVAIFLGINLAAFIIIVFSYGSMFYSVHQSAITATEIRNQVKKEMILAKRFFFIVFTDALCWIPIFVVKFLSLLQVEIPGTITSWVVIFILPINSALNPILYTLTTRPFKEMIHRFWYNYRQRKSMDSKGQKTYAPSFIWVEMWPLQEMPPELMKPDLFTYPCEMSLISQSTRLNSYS
D1 potentiator = human D1 dopamine receptor positive modulation; P21728; HEK293 TREx D1 cells, calcium flux, dopamine EC20 potentiation; potentiation, % at 10 µM; hit rate 0.036% among 360,000; in the data active = potentiation above about 30%; also: 0% is about no effect
TRHR enhancer = TRH receptor (human) allosteric enhancement. P34981. TRHR cells, fluo-8 calcium fluorescence, EC20 TRH enhancement. enhancement, % at 2 µM. hit rate 0.66% among 360,000. AID 493056; in the data active = enhancement above about 30%; also: 0% is about no effect
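TRHR-expressing cells loaded with fluo-8 calcium dye were read kinetically (ex 480/em 530) during compound addition, then stimulated with an EC20 of TRH (10 nM final). Enhancement of the Gq-mediated intracellular calcium response was scored.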
D2 PAM = D2 dopamine receptor (human) potentiation; AID 485347; HEK293 T-REx D2, calcium flux, EC20 dopamine potentiation; hit rate 0.34% among 340,000; potentiation, % at 10 µM; P14416;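 active = potentiation over 3 SD above the plate norm, cut at about 30% in these data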; also: 0% is about no effect
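Primary screen. Calcium kinetics in induced HEK293 T-REx D2 cells: compound pre-addition 180 s, EC20 dopamine, 180 s more.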
* marks the source's active call; other numbers are inactive results; ? = inconclusive; nt = not tested or not shown. Rule as the data show it, unless noted: active = activation above about 30%; inactive = the rest.

The opening five records (preview)
SMILES	D1 antagonist	TRHR agonist	D2 ag	D2 antag	D1 ag	RXFP1 antag	D1 potentiator	TRHR enhancer	D2 PAM
O=C(NC(Cc1ccccc1)C(=O)N1CCN(c2ccccc2O)CC1)c1ccccc1 (configuration not stated)	2	-0.2	-0.7	2	1	21	-4	-4	8
CCCCc1c(C)c2ccc(OC)c(/C(C)=N\O)c2oc1=O	6	-0.9	-1.4	-8	1	nt	-13	-3	-5
COCCCNC(=S)Nc1ccc2nc3n(c(=O)c2c1)CCCCC3	6	0.1	nt	nt	4	5	0	11	-3
Cc1ccc(NC(=O)COC(=O)c2sccc2C)cc1S(=O)(=O)N1CCOCC1	-6	-1.0	-1.4	1	5	11	1	7	0
COc1ccc(C2Nc3ccccc3C(=O)N2NC(C)=O)cc1OC (configuration not stated)	4	0.8	-0.1	0	2	-3	-2	-7	8

Main list, previewed entries included:
SMILES	D1 antagonist	TRHR agonist	D2 ag	D2 antag	D1 ag	RXFP1 antag	D1 potentiator	TRHR enhancer	D2 PAM
O=C(NC(Cc1ccccc1)C(=O)N1CCN(c2ccccc2O)CC1)c1ccccc1 (configuration not stated)	2	-0.2	-0.7	2	1	21	-4	-4	8
CCCCc1c(C)c2ccc(OC)c(/C(C)=N\O)c2oc1=O	6	-0.9	-1.4	-8	1	nt	-13	-3	-5
COCCCNC(=S)Nc1ccc2nc3n(c(=O)c2c1)CCCCC3	6	0.1	nt	nt	4	5	0	11	-3
Cc1ccc(NC(=O)COC(=O)c2sccc2C)cc1S(=O)(=O)N1CCOCC1	-6	-1.0	-1.4	1	5	11	1	7	0
COc1ccc(C2Nc3ccccc3C(=O)N2NC(C)=O)cc1OC (configuration not stated)	4	0.8	-0.1	0	2	-3	-2	-7	8
COc1ccc(/C=N\NS(=O)(=O)c2ccc(Cl)cc2)cc1COc1ccccc1[N+](=O)[O-]	-9	-0.2	nt	nt	1	6	-5	11	nt
CCc1nc(SCC(=O)O)c(C#N)c2c1CCCC2	-4	1.1	0.0	-13	4	5	-4	9	5
CCCn1c(-c2cc(OC)c(OC)c(OC)c2)nc2nc3ccccc3nc21	-12	-0.8	-1.2	-22	1	-11	6	5	-5
CCCCOC(=O)C1=C(N)N2C(=O)C(C)SC2=C(C(=O)OCC)C1c1ccc(O)c(OC)c1 (configuration not stated)	4	-0.7	0.0	-2	2	-20	5	3	12
COc1ccccc1CNC(=O)Cn1ncc2c3ccccc3n(Cc3ccccc3C)c2c1=O	-9	0.4	1.2	nt	0	3	1	5	3
CCOC(=O)Cn1c(=O)c2c(nc3n2CCS3)n(C)c1=O	-7	0.3	0.3	-1	1	-7	-3	5	-2
CC(OC(=O)c1ccc(Cl)c(S(N)(=O)=O)c1)C(=O)NCc1ccc2c(c1)OCO2 (configuration not stated)	-27	-0.3	-0.9	-34	1	-15	-4	12	-1
CC1=C(C(=O)NCc2ccccc2C)C2(CCCCCC2)OC1=O	2	-0.7	-1.6	nt	2	-23	0	3	8
CCOc1ccc(CCNC(=O)CN2C(=O)CCSc3ccccc32)cc1OCC	15	-0.2	0.4	6	0	-4	-5	-6	-4
CCSc1nnc(NC(=O)Cc2ccc(OC)cc2)s1	-47*	-1.8	0.3	-20	0	3	-9	6	4
CN(C(=O)COC(=O)c1cc(=O)[nH]c2ccccc12)C1CCCCC1	7	-0.7	-0.3	7	-1	-7	3	5	8
S=C(NCc1ccccc1)Nc1cccc2ccccc12	5	-0.9	-1.7	-4	3	14	11	2	1
COc1ccc(Cl)cc1N(CC(=O)N1CCN(Cc2ccccc2)CC1)S(C)(=O)=O	-18	-0.8	-0.6	-14	1	12	6	3	21
Cc1ccc(Cl)cc1N1CCN(C(=O)C2CCCN(S(=O)(=O)c3ccc(Br)s3)C2)CC1 (configuration not stated)	-19	0.7	1.3	nt	7	-5	-3	-5	-11
O=C(Cn1c(-c2ccc(Cl)cc2)noc1=O)N1CCN(c2ccccc2F)CC1	-14	-0.5	-0.4	0	5	-14	1	-3	-1
Cc1ccc2nc(N3CCN(Cc4ccc(F)cc4)C3=O)c(C)cc2c1	-4	-1.1	0.9	-1	2	-6	-1	16	7
COc1ccc(/C=N/NC(=O)Nc2cccc3nsnc23)cc1	12	-1.1	-1.4	1	2	-11	-1	-1	11
COc1ccc(NC(=O)c2c(NCc3cccc(F)c3)sc3c2CCC3)c(OC)c1	2	0.0	-0.6	nt	2	-62*	10	4	-1
CCOc1ccccc1C1C(C(N)=O)=C(C)Nc2nc(-c3ccc(OC)cc3)nn21 (configuration not stated)	3	0.0	-0.3	-4	3	-4	-5	-3	-4
CN(Cc1ccccc1)C(=O)c1ccccc1NC(=O)c1ccccc1	-10	0.0	-0.5	-10	1	4	-4	7	7
(listing goes on)
SMILES	D1 antagonist	TRHR agonist	D2 ag	D2 antag	D1 ag	RXFP1 antag	D1 potentiator	TRHR enhancer	D2 PAM
COc1ccc(-c2cc(C(F)(F)F)nc(SCC(=O)NCc3ccc(Cl)cc3)n2)cc1	7	2.1	nt	nt	3	-12	-2	60*	-7
O=C(O)CC1=C(O)C(=O)N(c2ccccc2)C1c1ccccc1 (configuration not stated)	-5	-1.8	-0.8	-10	6	-23	-1	-3	-7
c1cncc(CNC2CCCc3ccccc32)c1 (configuration not stated)	9	0.1	0.3	3	3	5	-3	-1	-5
COCCN(C(=O)CCSc1ccc(F)cc1)c1c(N)n(Cc2ccccc2)c(=O)[nH]c1=O	-9	0.4	0.2	-6	1	-2	-2	0	12
COc1nc(-c2ccccc2)nnc1-c1ccccc1	-7	-0.8	1.2	-7	3	?	11	1	6
CN1CCN(CC2(O)CCN(S(=O)(=O)c3ccc(Cl)cc3)CC2)CC1	-1	0.4	0.5	7	1	-3	-5	1	-6
COc1cnc(-c2ccccn2)nc1NC(C)C	7	-0.9	7.0	1	2	20	-4	0	3
CCc1ccc(C(=O)NNC(=O)c2cc(S(=O)(=O)N(C)C)ccc2N2CCCC2)cc1	-9	-0.9	0.0	10	0	-7	5	0	5
C#CCNC(=O)C1=C[C@H](c2csc3ccccc23)[C@@H](CCCO)[C@H](OCC)O1	13	0.7	0.2	1	-1	nt	5	0	2
CN(C)c1nc(N)ncc1-c1ccc(Oc2ccccc2)cc1	7	0.2	1.7	1	4	22	-2	-7	-7
Cc1ccc(C(=O)n2cnc3ccccc32)cc1C	-17	0.1	-0.9	7	1	-18	-6	2	7
Fc1ccc(-c2ccc(CNCCSc3nnnn3-c3ccccc3)o2)cc1Cl	1	2.3	nt	nt	10	?	4	0	nt
Cc1cccc(CC2SC(N)=NC2=O)c1 (configuration not stated)	4	0.1	0.3	10	-2	-3	2	1	-1
COc1ccc(CCNc2cc(N3CCN(C(=O)c4ccccc4F)CC3)ccc2[N+](=O)[O-])cc1OC	-11	-0.3	-0.2	-14	1	6	-5	3	7
COc1ccc(CC(=O)NC(C)c2nnc(SCC(=O)c3ccc(OC)cc3)n2C)cc1 (configuration not stated)	-7	0.4	0.1	-12	2	11	7	0	16
C=CCN1C(=O)N/C(=C/c2ccc(N3CCOCC3)o2)C1=O	-12	0.4	0.8	-14	2	nt	-5	-4	2
Cc1cccc(NC(=O)c2nc[nH]c2C(=O)NC2CCN(C(=O)OC(C)(C)C)CC2)c1	nt	0.2	0.2	0	0	nt	7	-11	-5
O=C(COCc1cc(-c2cccs2)on1)N1CCN(c2ccc(F)cc2)CC1	-8	-0.4	0.0	nt	2	-26	0	5	-5
O=C1c2cccc3cccc(c23)C(=O)N1CCc1ccccc1	-8	1.2	0.3	2	2	6	-1	8	nt
Cc1ccc(NC(=S)NC(=O)c2sc3ccccc3c2Cl)c(C(=O)O)c1	-7	-0.4	0.7	-2	-1	nt	-4	1	3
CCC(=O)n1nc(-c2ccccc2)nc1SCC(=O)Nc1ccc(C)cc1	17	-0.2	0.7	4	0	-10	3	8	1
Cc1ccc2oc(=O)c3cc(C(=O)N4CCN(C)CC4)sc3c2c1	-9	0.5	0.8	-6	1	4	-4	5	0
CN(Cc1ccccc1)c1nc(N)c([N+](=O)[O-])c(Nc2cccc(F)c2)n1	-16	-1.0	0.4	-16	9	-19	-3	18	27
CN(CCc1cnn(C)c1)Cc1nc(CC2CC2)no1	6	0.2	-1.9	11	0	1	5	1	5
CCOc1ccc(CC(=O)NCCS(=O)(=O)N2CCN(c3ccc(OC)cc3)CC2)cc1	5	0.2	0.1	nt	5	-4	-1	3	9

Full records, quoted from the list. Order of screens: D1 antagonist | TRHR agonist | D2 ag | D2 antag | D1 ag | RXFP1 antag | D1 potentiator | TRHR enhancer | D2 PAM
`CCCCOC(=O)C1=C(N)N2C(=O)C(C)SC2=C(C(=O)OCC)C1c1ccc(O)c(OC)c1` (configuration not stated) reads 4 | -0.7 | 0.0 | -2 | 2 | -20 | 5 | 3 | 12
`CN(CCc1cnn(C)c1)Cc1nc(CC2CC2)no1` reads 6 | 0.2 | -1.9 | 11 | 0 | 1 | 5 | 1 | 5

Other structures follow:
SMILES	D1 antagonist	TRHR agonist	D2 ag	D2 antag	D1 ag	RXFP1 antag	D1 potentiator	TRHR enhancer	D2 PAM
CCOC(=O)c1c(C)n(-c2ccccc2)c2ccc(OC(=O)c3ccc(OCC)c(OCC)c3)cc12	4	1.8	nt	nt	6	-20	0	-3	-6
N=c1sccn1CC(=O)Nc1cc(S(=O)(=O)N2CCCC2)ccc1Cl	10	-0.6	2.9	-7	1	-20	0	-7	-12
O=C1CC(N2CCc3ccccc32)C(=O)N1c1ccc(F)cc1 (configuration not stated)	-5	0.0	-0.3	3	1	11	0	-19	-2
COc1ccc(CNCc2ccc([N+](=O)[O-])cc2)cc1OC	-9	0.0	1.7	7	-2	5	-7	-1	-11
Cc1ccc2c(c1)-c1nc(-c3ccc4c(c3)NC(=O)CO4)cc(-c3ccc(F)cc3)c1CO2	5	0.3	0.2	nt	0	nt	-3	1	13
Cc1c(Cl)ccc2c1NC(=O)[C@]21N[C@@H](CCC(N)=O)[C@H]2C(=O)N(c3ccc(F)cc3)C(=O)[C@H]21	-14	-0.1	-0.5	-10	1	3	-6	2	-5
Cc1ccc2c(c1)N(CC(=O)NC1CCCC(C)C1C)C(=O)c1cccnc1O2 (configuration not stated)	29	-0.5	-0.2	-19	-1	-3	3	3	-4
COc1ccc(C(=O)N2c3ccc(C)cc3C(C)(c3ccccc3)CC2(C)C)cc1 (configuration not stated)	-3	-0.9	-0.7	nt	0	-14	-2	-1	nt
CCOc1ncccc1C(=O)N1CCN(C(=O)c2ccccc2)CC1	4	0.4	0.3	2	3	-15	-6	5	2
Cc1ccnc(NC(=O)CCS(=O)(=O)c2ccccc2)c1	-10	0.5	-0.2	-1	1	-2	-3	1	0
O=C(NCc1ccccc1)C(c1cccnc1)N(C(=O)c1csnn1)c1ccccc1 (configuration not stated)	-3	0.6	0.3	11	3	-12	-6	0	-5
Cc1nn(C)c(Cl)c1CN1CCC(n2nccc2NC(=O)C2CCCC2)CC1	11	-0.2	0.1	-9	0	0	-7	6	3
COc1ccccc1C(=O)NC(CCSC)C(=O)OCC(=O)c1ccc[nH]1 (configuration not stated)	-10	0.2	0.2	5	-1	3	-5	4	-3
O=C(Cn1c(=O)cnc2ccccc21)Nc1ccccc1N1CCOCC1	-1	0.1	0.8	-15	1	1	26	8	-3
CC1(C)Cc2c(C#N)c(NCCO)nc(-c3ccco3)c2CO1	11	0.5	0.3	6	5	-14	-1	-3	7
